# Source: PubChem
# NPR2 activator = GC-B (human) receptor activation. P20594. HEK293-GC-B cells, CNP EC30, cGMP TR-FRET; 0% at EC30 CNP, 100% saturating CNP. activation, % at 10 µM. 370,000 tested, 0.11% active. AID 1920062;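 active means activation at 10 µM reaching about 35% in either raw or pattern-adjusted values, limit read from the data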
# PRMT1 FP inh = blocks human protein arginine methyltransferase 1; recombinant PRMT1, activity-based probe fluorescence polarization; inhibition, % at 2.79 µM; 370,000 tested, 1.3% active; AID 652257;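 active means inhibition above about 21% made by adding two undisclosed values, limit read from the data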
# TDP2 inh = blocks human TDP2 phosphodiesterase activity; AID 720702; O95551; recombinant TDP2, T5PNP hydrolysis, p-nitrophenol absorbance 415 nm; 370,000 tested, 0.34% active; inhibition, % at 12.8 µM;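 active means inhibition above the mean of all tested compounds plus 3 SD, set per campaign, cut at about 25% in these data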;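 further: 0% = DMSO with enzyme and 100% = buffer with substrate but no TDP2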
#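 System – recombinant human TDP2 · Amount – 120 nM TDP2 per well · Buffer or medium – Mg2+-containing Tris-HCl buffer, pH 7.5 · Reagent – T5PNP substrate, 5 mM · Dosing – 12.8 µM single point, 1% DMSO · Incubation – 2 h at 37 °C · Measured by – epi absorbance · Read-out basis – percent inhibition · Benchmarks – high control without enzyme, low control DMSO plus TDP2 · Repeats – singlicate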
# rCAG binder = molecules binding r(CAG) RNA repeats; r(CAG) RNA repeat, TO-PRO-1 dye displacement fluorescence; inhibition, % at 3 µM; 370,000 tested, 1.3% active;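 active means inhibition above the plate cutoff, the mean of all test compounds on that plate plus 3 SD, cut at about 35% in these data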;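 further: 0% = DMSO alone and 100% = 100 µM mitoxantrone as full dye displacement; higher means more dye released from RNA so lower well fluorescence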
# SIAE primary = inhibitors of human sialic acid acetylesterase SIAE; SIAE FP-Rh probe binding, fluorescence polarization; inhibition, % at 9.66 µM; 370,000 tested, 0.69% active; AID 1053197;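 active means inhibition above a cutoff: mean of compounds within the control limits plus 3 SD of those, cut at about 17% in these data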;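 further: 0% = plate median of compound wells and 100% = probe without SIAE protein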
# TCR CD3 inh = blocks the human TCR-CD3 interaction. 360,000 tested, 0.37% active. inhibition, % at 9.4 µM. TAMRA-labeled TCR probe fluorescence, biochemical; in the data active means inhibition above about 19%;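 further: recombinant mutant TCR 2C K166C tagged with TAMRA read by polarization; 0% = receptor in buffer alone and 100% = receptor with positive control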
# HTRA1 inh = inhibitors of human serine peptidase HTRA1 | Q92743 | recombinant HTRA1, FP-rhodamine activity-based probe, fluorescence polarization | inhibition, % at 5.96 µM | 340,000 tested, 0.5% active; in the data active means inhibition above about 36%;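 further: 0% = enzyme with DMSO and 100% = wells lacking enzyme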
# LEDGF integ inh = blocks HIV-1 LEDGF/p75-dependent DNA integration | TR-FRET IN-LEDGF/p75 DNA integration, Eu/Cy5 | inhibition, % at 3.7 µM | 370,000 tested, 0.64% active;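 active means inhibition above the screen-wide mean plus 3 SD, cut at about 13% in these data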;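 further: signal is the Cy5 over europium emission ratio at 671 and 618 nm; 0% = plate median of compound wells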
# MBD2 DNA inh = inhibitors of human MBD2 binding to methylated oligonucleotide; Q9UBB5; TR-FRET; inhibition, % at 4.4 µM; 370,000 tested, 0.31% active; AID 686964; in the data active means inhibition above about 13%
# Target sequence (Q9UBB5 whole entry, looked up): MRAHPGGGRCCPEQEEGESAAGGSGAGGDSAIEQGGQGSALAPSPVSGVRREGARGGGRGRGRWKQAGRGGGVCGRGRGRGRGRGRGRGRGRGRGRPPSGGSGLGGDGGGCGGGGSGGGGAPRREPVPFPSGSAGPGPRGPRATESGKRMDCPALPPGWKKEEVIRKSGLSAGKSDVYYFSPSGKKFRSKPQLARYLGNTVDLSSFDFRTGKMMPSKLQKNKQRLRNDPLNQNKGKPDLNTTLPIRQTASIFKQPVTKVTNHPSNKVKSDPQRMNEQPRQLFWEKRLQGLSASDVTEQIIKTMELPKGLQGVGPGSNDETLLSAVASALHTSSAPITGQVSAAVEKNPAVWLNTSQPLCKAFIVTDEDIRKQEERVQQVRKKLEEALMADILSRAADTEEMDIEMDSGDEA
# mABHD4 FP = inhibits mouse alpha/beta hydrolase domain 4; inhibition, % at 8.92 µM; Q8VD66; 370,000 tested, 0.54% active; purified mABHD4, FP-Rh probe fluorescence polarization; AID 720543;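 active means inhibition exceeding the mean over every tested compound plus 3 SD, cut at about 30% in these data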;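 further: 0% = plate median of compound wells and 100% = S159A mutant with DMSO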
# Target sequence (Q8VD66 whole entry, looked up, the tested form may be a part): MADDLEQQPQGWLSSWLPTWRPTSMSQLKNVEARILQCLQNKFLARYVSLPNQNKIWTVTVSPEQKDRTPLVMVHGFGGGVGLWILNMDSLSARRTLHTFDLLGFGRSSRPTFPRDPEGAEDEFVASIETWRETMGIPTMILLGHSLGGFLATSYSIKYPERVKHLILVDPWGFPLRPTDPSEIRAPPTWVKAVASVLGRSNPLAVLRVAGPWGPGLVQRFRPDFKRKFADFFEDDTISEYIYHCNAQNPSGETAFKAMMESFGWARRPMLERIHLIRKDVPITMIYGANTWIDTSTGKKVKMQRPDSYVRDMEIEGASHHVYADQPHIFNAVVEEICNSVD
#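 system = mouse ABHD4 enzyme, wild type | medium = HEPES pH 7.0, NaCl, Pluronic buffer | also added = FP-Rh probe | incubation = Enzyme–compound pre-incubation 45 min, then probe 60 min, both 25 °C | technique = fluorescence polarization, excitation 525 nm, emission 598 nm, BODIPY TMR filters | controls = S159A mutant high control, sample median low control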
# Numbers without * were called inactive; . = not tested or not shown. Only part of the results is shown. The share of hits here may be higher or lower than overall.
SMILES,NPR2 activator,PRMT1 FP inh,TDP2 inh,rCAG binder,SIAE primary,TCR CD3 inh,HTRA1 inh,LEDGF integ inh,MBD2 DNA inh,mABHD4 FP
Cc1cc(NC(=O)C23CC4CC(CC(C4)C2)C3)n[nH]1,0,3,-8,0,4,-4,-3,-2,6,5
CCCCN(C(=O)c1cnccn1)c1c(N)n(CCC)c(=O)[nH]c1=O,1,-6,-13,1,5,8,2,0,-4,2
CCn1c(SCC(=O)Nc2cccc(S(=O)(=O)N(C)c3ccccc3)c2)nnc1C1CC1,4,-3,-11,5,-11,-4,2,4,-1,-7
COc1cccc(NC(=O)CSc2nc3ccccc3nc2N2CCCC2)c1,-4,3,5,6,-1,-6,-38,1,0,-5
O=C(OCC(=O)N1CCN(c2ccccc2)CC1)c1ccc2ncsc2c1,-2,23*,2,2,0,-3,-4,6,4,-6
COc1ccc(CCNC(=O)C2CC(=O)N(c3ccc(C)cc3)C2)cc1 (stereo not given),0,-1,-5,-2,-4,8,-1,-1,4,3
CC(C)(C)OC(=O)N1CC(O)CC1C(=O)OCC(=O)c1ccc(-c2ccccc2)cc1 (stereo not given),2,-4,-6,-6,5,-4,4,10,-4,-20
CCCCCN(C(=O)CCC(=O)OCc1ccc(C(C)(C)C)cc1)c1c(N)n(CCCC)c(=O)[nH]c1=O,-3,-1,7,-1,5,2,3,1,1,-2
COc1ccc(C(=O)NCc2c(C)nn(Cc3ccccc3)c2C)cc1S(=O)(=O)N1CCOCC1,4,-2,-7,-3,-3,-6,-4,4,4,-4
C=CCNC(=S)N1CCN(Cc2ccccc2)CC1,3,-2,-5,-4,-1,4,-4,3,-1,5
O=C(O)C(Cc1ccccc1)N1C(=O)c2c(Cl)c(Cl)c(Cl)c(Cl)c2C1=O (stereo not given),0,-1,12,51*,3,3,-11,7,-1,-2
CCOc1ccccc1NC(=O)CSc1ncnc2c1oc1ccccc12,3,-3,4,1,5,3,-2,1,-2,-1
Cc1ccc([N+](=O)[O-])cc1S(=O)(=O)Nc1ccc(C(=O)NCc2ccccn2)cc1,-3,1,2,19,-4,-6,4,-5,3,6
COc1ccccc1OCC(=O)NN1Cc2ccccc2C1=N,3,0,-5,-5,10,-3,2,-3,-3,3
O=C1N(C2CCCC2)C[C@@H]2C[C@@H](c3cccn3-c3nccs3)N3CCC[C@@]123,3,-1,6,7,4,-2,-5,-2,3,3

# Three compounds out of the list above, sorted by their value in NPR2 activator, descending.
canonical_smiles	NPR2 activator	PRMT1 FP inh	TDP2 inh	SIAE primary	TCR CD3 inh	HTRA1 inh	LEDGF integ inh	MBD2 DNA inh	mABHD4 FP
COc1ccc(C(=O)NCc2c(C)nn(Cc3ccccc3)c2C)cc1S(=O)(=O)N1CCOCC1	4	-2	-7	-3	-6	-4	4	4	-4
C=CCNC(=S)N1CCN(Cc2ccccc2)CC1	3	-2	-5	-1	4	-4	3	-1	5
COc1cccc(NC(=O)CSc2nc3ccccc3nc2N2CCCC2)c1	-4	3	5	-1	-6	-38	1	0	-5

# More results:
SMILES,NPR2 activator,PRMT1 FP inh,TDP2 inh,rCAG binder,SIAE primary,TCR CD3 inh,HTRA1 inh,LEDGF integ inh,MBD2 DNA inh,mABHD4 FP
COCCNC(=O)/C(C#N)=C/c1ccc(-c2ccc(OC)cc2[N+](=O)[O-])o1,1,-1,-2,0,-4,7,6,0,-2,4
Fc1ccc(Br)cc1C1C=C(c2ccc(Br)cc2)Nc2ncnn21 (stereo not given),-5,3,-12,6,-3,1,-1,8,1,-14
O=C(Oc1cc(-c2ccccc2)no1)c1ccc(Cl)cc1,3,2,11,4,2,0,2,1,1,-2
CC(C)(C)Oc1ccccc1Nc1nc(NCCO)nc(N2CCCC2)n1,-1,-3,4,-6,0,8,-12,-4,2,-1
C=CCc1ccc(OCCOc2cccc3cccnc23)c(OC)c1,-11,1,7,-5,-2,2,-16,-3,4,-6
Cc1cc(C)n2cc(CSc3nnnn3-c3ccccc3C)nc2n1,-1,-3,5,2,-2,1,5,-2,-4,3
O=S1(=O)CCN(c2ccccc2CC(c2c[nH]c3ccccc23)c2c[nH]c3ccccc23)CC1,-5,5,0,11,13,-9,1,-2,4,-4
CC(C)(C)NCC(O)c1cc(O)cc(O)c1 (stereo not given),6,0,9,1,0,3,-6,3,-2,-2
COCCNC(=O)C(OC(=O)CC1Sc2ccccc2NC1=O)c1ccccc1 (stereo not given),-5,-2,1,-4,-6,-8,1,-2,-5,1
COCC(=O)N1C[C@@H](C)[C@@H](OC)CN(C)C(=O)c2ccc(NC(=O)c3cnccn3)cc2OC[C@H]1C,0,10,-19,1,4,-6,.,-2,6,-8
Cc1ccc(Nc2nc(=O)c3cccnc3s2)c(Br)c1,-5,2,-16,3,-4,6,1,-4,0,-1
COc1ccc(-c2nnn(CC(=O)NCc3cccs3)n2)cc1OC,1,-2,2,-2,-4,-3,1,0,0,1
CCCCSc1nnc(-c2ccc(NC(=O)CCc3ccccc3)cc2)n1C,3,-2,0,-4,-4,8,-4,-3,1,-3
O=C(Nc1ccc(CN2CCOCC2)cc1)c1ccc(-c2cc(Cl)ccc2Cl)o1,7,1,2,1,-30,-1,-74,1,0,-41
COc1ccc(CN2CCN(C3CCC3)CC2CCO)cc1C (stereo not given),4,-1,3,-6,-10,0,1,-1,2,-1
O=C(Nn1c(O)c(C=C2N=c3ccccc3=N2)sc1=S)c1ccccc1Cl,-1,37*,-1,63*,-10,7,1,-1,-3,-3
O=C1CSC(=S)N1,4,10,-5,0,-4,-10,2,1,5,-27
COc1cccc(C(=O)NC(C)C(c2cccs2)N2CCN(C)CC2)c1 (stereo not given),1,2,-16,1,2,2,-5,3,2,-3
O=C(Nc1ccccc1N1CCOCC1)c1ccc2c(c1)OCO2,2,-2,0,-3,0,-4,3,4,0,-1
CC1CN(Cc2ccccn2)CCC1=O (stereo not given),-1,1,2,-1,3,1,0,3,-3,2
Cc1ccc2nc(C)c(C(=O)N/N=C/c3ccc(N4CCOCC4)cc3)cc2c1,-5,1,4,0,0,1,-4,-2,-5,1
CC(C)N(Cc1nccn1C)C(=O)c1ccc2oc(CCCc3ccccc3)nc2c1,7,0,-3,-11,1,0,7,-4,0,4
CCOc1ncccc1C(=O)Nc1cccc(-n2cnnn2)c1C,4,-7,-20,1,10,1,-2,4,-3,0
NC(CSCc1cccc(Br)c1)C(=O)O (stereo not given),0,6,4,5,-1,1,-27,-2,5,4
CCCCNC(=O)c1ccc(N2CCC3(CC2)OCCO3)c([N+](=O)[O-])c1,3,-1,5,-4,5,3,3,-3,-10,6
Cc1ccc2nc(SCC(=O)Nc3c(F)cccc3F)[nH]c2c1,4,2,16,-2,1,4,-3,-3,-2,-2
CSc1oc(-c2ccccc2)nc1S(=O)(=O)c1ccc(F)cc1,7,-1,-2,-2,-6,-4,-21,-1,1,-1
Cc1ccc(C(=O)NCc2ccccc2F)cc1S(=O)(=O)N1CCCC1,0,-6,6,1,-3,3,1,0,2,1
Cc1ccc(OCCCn2ccnc2)c(Br)c1,-4,7,3,-7,-5,-8,3,1,5,-1
O=C(CC1SCCNC1=O)Nc1cccc(Cl)c1 (stereo not given),0,6,9,0,2,-3,5,-2,8,8
Cc1cc(C)c(NC(=O)C2C(=O)Nc3ccccc3C(=O)N2C(C)(C)C)c(C)c1 (stereo not given),6,0,8,4,3,8,.,0,-4,10
CCCn1nnc(NC(=O)c2ccc(Br)cc2)n1,-5,-4,0,-5,-1,-7,1,-4,0,3
Cc1oc(-c2ccccc2Cl)nc1CS(=O)CC(=O)NCc1ccccc1Cl (stereo not given),5,10,0,-1,-3,1,-6,-7,5,-2
Cc1ccc2ncnc(Oc3ncccc3[N+](=O)[O-])c2c1,3,-2,10,3,-2,7,9,0,-2,7
COc1ccc(C2=NN(CN3C(=O)C(=O)c4ccccc43)C(c3ccc(OC)cc3)C2)cc1 (stereo not given),-2,5,3,26,3,-6,-21,4,-3,-2
CC1CCN(S(=O)C23CC4CC(CC(C4)C2)C3)CC1 (stereo not given),0,-1,-2,-7,7,6,-4,2,-2,6
O=C1N=c2ccccc2=C1c1c(O)[nH]c2c(C(F)(F)F)cccc12,2,2,8,1,1,3,-3,3,0,-3
CCNC(=S)NNC(=O)c1csc(C)c1,-3,2,5,2,-5,2,5,0,3,2
Cc1ccc(-n2cc(CN3CCNC(=O)CC3)c(-c3cccc(C)c3)n2)cc1,-3,-3,-5,-8,1,-2,-18,4,-2,2
O=C(COc1cc(O)c2c(=O)cc(-c3ccccc3)oc2c1)c1ccc(F)cc1,-3,0,-6,5,-4,2,-2,-2,-8,1
Cc1c(C(=O)Nc2ccc(Cl)cc2)c2ccccn2c1C(=O)c1ccccc1,-3,-3,8,1,3,-6,-7,3,-2,-4
COC(=O)c1cc2c(c3c4cc(OC)ccc4n(S(=O)(=O)c4cccc(C)c4)c13)C(=O)N(Cc1ccccc1OC)C2,2,3,1,16,0,6,.,0,-2,1
Cc1ccc2c(=O)n3c(nc2c1)C(CC(C)C)NC(=O)c1cccnc1-3 (stereo not given),-4,-3,0,1,3,10,2,0,-4,-3
Cc1cccc(-n2c(C)nc3cc(C(=O)NCCN4CCOCC4)ccc32)c1,4,-5,2,3,-1,8,-2,0,6,3
C[C@H]1CN([C@@H](C)CO)C(=O)CCCn2cc(nn2)CO[C@@H]1CN(C)S(=O)(=O)c1ccc(-c2ccccc2)cc1,5,0,-5,2,6,-7,-3,6,2,-5
COc1ccccc1C(=O)NC(=O)COC(=O)c1ccc([N+](=O)[O-])cc1,-1,5,0,-1,-4,4,-5,1,3,-1
O=C1CCc2cc(S(=O)(=O)N3CCN(C(=O)c4ccco4)CC3)ccc2N1,1,2,10,0,1,4,-4,-3,1,2
CCCCc1cc(=O)oc2cc(C)cc(OCC(=O)NCc3ccncc3)c12,-15,-1,8,-5,-1,3,0,3,5,-5
O=C(N/N=C/c1ccco1)c1cc(-c2ccccc2)nc2ccccc12,2,-2,10,7,1,10,-11,3,-3,-18
CC1CCN(C(=O)CNC(=O)c2ccc(Br)o2)CC1,4,-2,0,3,1,3,5,0,2,-3
Cc1ccc(-c2nnc(Nc3ccc(OCC(N)=O)cc3)c3ccccc23)cc1S(N)(=O)=O,-3,-2,14,7,0,4,-3,-5,1,-2
Cn1c(=O)c2c(nc(SCCCC#N)n2Cc2ccccc2F)n(C)c1=O,18,4,4,-2,6,-2,4,-1,-6,0
CCN1CCCC1CNC(=O)CCc1nc(-c2ccc(C)cc2)no1 (stereo not given),2,-3,-10,0,-4,-4,-2,-4,0,-7
CC(C)(C)OC(=O)C[C@@H]1C/C=C\C[C@H](CC(=O)N[C@H](CO)Cc2ccccc2)C(=O)N[C@H](Cc2ccccc2)COC1=O,-4,-1,-8,-10,3,5,-4,1,2,9
CCOC(=O)c1cccc(NC(=O)c2ccc(N(C)C)cc2)c1,-3,0,-10,-4,-2,1,-12,1,-8,-7
O=C(CCN1C(=O)[C@@H]2Cc3ccccc3CN2C1=O)N[C@@H](Cc1ccccc1)C(=O)O,8,-1,1,1,2,4,-5,-1,-4,4
